STEP block – inhibitors of human striatal-enriched phosphatase STEP. 360,000 compounds, 0.25% hits. recombinant STEP, OMFP fluorogenic substrate, fluorescence. P54829. inhibition, % at 20 µM;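 active means inhibition at 20 µM, scaled per plate between control wells, above about 37%, limit read from the data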;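 further: 0% = DMSO with enzyme and substrate and 100% = substrate only without enzyme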
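System: isolated STEP enzyme; schedule: 20 min enzyme reaction at room temperature, protected from light; medium: Bis-Tris buffer pH 6.0, 2.5 mM DTT, 0.005% Tween 20; signal: fluorescence, 480/540 nm; dosing: single compound dose of 20 µM, 1% DMSO final; also added: OMFP substrate, 25 µM final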
DNMT1 block – blocks human DNA methyltransferase DNMT1. inhibition (reported as % activation of signal), % at 10 µM. 360,000 compounds, 0.83% hits. DNMT1 molecular beacon, Hinp1I cleavage, fluorescence; in the data active means inhibition above about 50%
CSN deneddyl inh – CSN deneddylation inhibition. Purified CSN, SCF-Nedd8-OG deneddylation, fluorescence polarization. inhibition, % at 12.5 µM. 360,000 compounds, 0.38% hits;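 active means pattern-corrected inhibition above about 35%, with an unprinted fluorescence ratio check between 0.5 and 1.5, limit read from the data, passing the limit was not always enough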;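 further: 0% = enzyme with substrate and 100% = substrate without enzyme; some results filed as inactive read as strong as hits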
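Test system: Human Csn5 produced in HEK293T cells | Compound: 12.5 µM single point | Times: 90 min, room temperature | Signal: Fluorescence polarization readout | Read-out basis: % inhibition of substrate cleavage by Csn5 | Controls: no-enzyme wells high, enzyme-with-substrate wells low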
NadD inh – blocks S. aureus nicotinate mononucleotide adenylyltransferase; inhibition, % at 20 µM; AID 602399; 360,000 compounds, 0.78% hits; purified NadD enzyme, colorimetric absorbance read-out; in the data active means inhibition above about 26%; further: some compounds past the cut are filed as inactive
Tb MetRS inh – blocks T. brucei methionyl-tRNA synthetase activity; purified T. brucei MetRS, ATP depletion, Kinase-Glo luminescence; inhibition, % at 11.9 µM; AID 624268; 360,000 compounds, 0.4% hits;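 active means inhibition above a per-plate cutoff of the control wells' mean inhibition plus 3 SD, cut at about 5.5% in these data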;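 further: 0% = DMSO wells median and 100% = median of wells with control inhibitor compound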
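Dosing: 11.9 µM compound single dose, 0.9% DMSO; Assay system: purified T. brucei MetRS enzyme; Measured by: Kinase-Glo luciferase luminescence reporting remaining unconsumed ATP; Schedule: 15 min plus 2 h at 25 °C.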
PABP1 MLLE inh – blocks PAM2 peptide binding to the PABP1 MLLE domain. 360,000 compounds, 0.36% hits. AID 588489. GST-MLLE / FITC-PAM2 fluorescence polarization. inhibition, % at 20 µM; in the data active means inhibition above about 35%, passing the limit was not always enough;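 further: plate controls were DMSO wells with GST-MLLE for no effect and wells lacking GST-MLLE protein for full effect; some results filed as inactive read as strong as hits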
Target sequence (P11940 whole entry, looked up, the tested form may be a part): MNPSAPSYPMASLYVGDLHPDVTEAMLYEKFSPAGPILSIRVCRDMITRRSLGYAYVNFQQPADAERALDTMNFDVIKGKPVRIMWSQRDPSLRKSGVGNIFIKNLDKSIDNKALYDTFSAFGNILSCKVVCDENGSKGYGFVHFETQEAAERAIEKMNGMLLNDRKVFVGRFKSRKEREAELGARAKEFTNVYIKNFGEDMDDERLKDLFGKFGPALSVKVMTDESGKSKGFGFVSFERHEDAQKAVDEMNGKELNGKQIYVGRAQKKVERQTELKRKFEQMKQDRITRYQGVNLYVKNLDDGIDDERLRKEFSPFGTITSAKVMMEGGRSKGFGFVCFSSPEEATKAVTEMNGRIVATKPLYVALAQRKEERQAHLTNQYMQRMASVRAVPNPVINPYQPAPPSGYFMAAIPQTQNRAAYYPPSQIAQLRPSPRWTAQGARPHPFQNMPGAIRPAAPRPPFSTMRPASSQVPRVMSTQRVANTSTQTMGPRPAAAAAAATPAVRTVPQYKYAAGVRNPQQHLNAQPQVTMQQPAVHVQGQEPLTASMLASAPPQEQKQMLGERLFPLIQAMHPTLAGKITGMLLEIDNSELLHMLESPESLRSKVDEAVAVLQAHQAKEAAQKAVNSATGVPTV
SUMO1 PPI mod – modulators of human SUMO1-mediated protein-protein interactions; inhibition, % at 20 µM; 360,000 compounds, 0.33% hits; SUMO1 binding to a labelled peptide, TR-FRET, 1 h; in the data active means inhibition above about 37%
Scp1 inh – inhibitors of human Scp-1 phosphatase | Q9GZU7 | Recombinant Scp1, phosphopeptide, malachite green phosphate absorbance | inhibition, % at 20 µM | 340,000 compounds, 0.88% hits;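 active means inhibition above about 50% at 20 µM, limit read from the data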;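 further: plate controls were DMSO wells with enzyme for no effect and wells lacking enzyme for full effect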
Target sequence (Q9GZU7 76-261 limits assumed): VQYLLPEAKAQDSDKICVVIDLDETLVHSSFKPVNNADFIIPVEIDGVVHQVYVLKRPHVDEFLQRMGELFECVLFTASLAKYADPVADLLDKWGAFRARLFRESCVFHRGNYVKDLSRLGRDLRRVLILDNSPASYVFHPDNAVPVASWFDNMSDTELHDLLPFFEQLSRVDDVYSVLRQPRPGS
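assay system = SCP-1 phosphatase catalytic domain, residues 76-261 | buffer or medium = 50 mM Tris acetate pH 5.5, 0.005% Tween-20, 10 mM MgCl2 | incubation = enzyme reaction 45 min at room temperature, colour 5 min, stabilisation 30 min | signal = Phosphate-binding colour reagent, absorbance read at 630 nm | measure = % inhibition at 20 µM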
Rpn11 block – inhibitors of human proteasome Rpn11; O00487; human 26S proteasome, Ub4-pepOG fluorescence polarization; 20S core pre-blocked with epoxomicin; AID 588493; calls only at 20 µM; 360,000 compounds, 0.59% hits;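 active means inhibition at 20 µM, scaled to each plate's controls, above about 33%, limit read from the data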
LMPTP block – blocks human LMPTP phosphatase; recombinant LMPTP-A, OMFP fluorogenic substrate, fluorescence intensity; 360,000 compounds, 0.22% hits; inhibition, % at 20 µM; P24666;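 active means compounds that cut the enzyme signal by at least half of the control window in the single-dose screen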;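 further: plate controls were DMSO wells with enzyme plus substrate for no effect and substrate without enzyme for full effect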
Target sequence (P24666 whole entry, looked up): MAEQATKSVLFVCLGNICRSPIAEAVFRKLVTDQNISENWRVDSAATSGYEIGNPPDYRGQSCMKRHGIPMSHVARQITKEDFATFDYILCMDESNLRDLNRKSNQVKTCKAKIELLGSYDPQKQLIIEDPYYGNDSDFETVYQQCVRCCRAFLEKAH
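Assay system: LMPTP-A phosphatase enzyme | Input: 0.625 nM enzyme | Also added: Fluorogenic phosphatase substrate OMFP at 400 µM final | Compound dosing: One test concentration per compound, 20 µM, with 3% DMSO overall | Schedule: 50 min enzyme reaction at room temperature, protected from light | Signal: Fluorescence intensity | Benchmarks: no-enzyme and uninhibited controls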
An asterisk follows results filed as active; i = inactive; / = no result given. Random draw from the library. Share with any hit: about 3.6%.

SMILES	STEP block	DNMT1 block	CSN deneddyl inh	NadD inh	Tb MetRS inh	PABP1 MLLE inh	SUMO1 PPI mod	Scp1 inh	Rpn11 block	LMPTP block
O=C(c1cccs1)N(Cc1ccccn1)Cc1ccco1	-2	-5	0	0	-0.9	7	-1	0	i	-1.6
COc1cc(-c2noc(-c3cccc(Cl)c3)n2)cc(OC)c1OC	4	-2	2	1	-0.3	5	7	-6	i	0.1
COc1cccc(CN2CCC2(C)C(=O)Nc2ccc(C)cc2)c1F (stereo not drawn)	-2	-3	7	-3	-0.1	-4	6	/	i	-1.1
CNc1oc(-c2ccccc2F)nc1S(=O)(=O)c1ccc(C)cc1	-4	-2	0	-6	-0.8	21	6	2	i	0.5
CC(C)Cn1c(N)c(C(=O)COC(=O)c2ccccc2F)c(=O)n(C)c1=O	-4	0	3	1	-0.4	5	-2	-1	i	-0.9
Cc1ccc(S(=O)(=O)NCC2CCC(C(=O)O)CC2)cc1 (stereo not drawn)	3	-3	-2	-1	-0.3	12	-3	2	i	0.7
Cc1ccc(C#CC[N+]2(CC#Cc3ccc(C)cc3)CCCCC2)cc1	0	2	4	2	-1.0	-4	-1	8	i	2.3
CCOc1ccc(C(=O)C(C)OC(=O)Cn2c(C)csc2=O)cc1 (stereo not drawn)	1	-1	-1	-3	0.1	-2	18	1	i	0.3
C/C(CC(C)(C)c1ccccc1)=N\NS(=O)(=O)c1ccccc1	2	9	-4	-1	-1.0	-4	1	-1	i	0.1
Cc1ccc(NC(=S)NC2CC3CCCC(C2)N3Cc2cccs2)cc1 (stereo not drawn)	3	-3	3	0	-0.3	-25	-2	-2	i	0.2
N#C/C(C(=O)N1CCCC1)=C1/N=C(N)c2ccccc21	-1	0	4	-6	0.5	3	-1	-8	i	-2.1
CCCCn1c(=O)[nH]c(=O)c2c1nc(-c1cccc(OC)c1)n2C	-1	2	1	1	-0.5	-7	3	10	i	-0.6
O=C(CCn1cnnn1)Nc1ccccc1F	1	2	4	-4	0.3	0	-1	-12	i	-0.9
CCOc1ccc(CCNC(=O)COC(=O)c2ccc(S(=O)(=O)N3CCCC3)cc2)cc1OCC	2	-3	-2	6	-0.5	-79	3	11	i	-1.2
COC(=O)c1sccc1NC(=S)NCc1ccc(Cl)cc1	-4	4	-1	1	-0.7	-45	6	-17	i	11
COC(=O)c1ccc(CNC(=O)COC(=O)C2CCC(C(C)(C)C)CC2)cc1 (stereo not drawn)	4	-1	-7	-3	-0.1	26	0	-5	i	2.7
COc1ccc(S(=O)(=O)N2CC(C)N(C(=O)N(C)C)C2C)cc1 (stereo not drawn)	-2	2	-2	4	-0.1	-5	3	-7	i	-0.2
O=C(NC1CCCC1)C(c1ccc(F)cc1)N(C(=O)c1csnn1)C1CC1 (stereo not drawn)	0	3	-2	5	-0.1	23	1	0	i	-0.7
COC(=O)c1ccc(NC(=O)c2ccc3c(c2)C(=O)N(C)C3=O)cc1	4	-1	1	-4	-0.1	-4	-10	-12	i	-2.6
Nc1nnc(-c2cccc(Cl)c2Cl)c(N)n1	-2	3	-1	3	-0.9	-1	0	-6	i	9.6
COC(=O)c1ccccc1NC(=O)CN(Cc1ccccc1)S(C)(=O)=O	0	0	-4	-4	-0.5	0	-3	-3	i	-0.3
CN(C)C(CNC(=O)C1CCN(S(=O)(=O)c2cc(Cl)ccc2Cl)CC1)Cc1ccccc1 (stereo not drawn)	-1	2	-2	-8	-0.2	8	1	-3	i	0.1
C=CCOc1ccc(C2/C(=C(\O)c3ccc4c(c3)OCCO4)C(=O)C(=O)N2CCCN2CCOCC2)cc1 (stereo not drawn)	0	8	6	44*	-0.9	5	6	-1	i	16
Cc1ccc(OCC(=O)N/N=C\c2ccc(C)o2)c(C)c1	-1	2	2	-3	0.1	8	-6	-1	i	0.0
O=C(c1ccc(F)cc1)N1CCN(c2ncccn2)CC1	0	-1	0	3	-1.3	11	-2	0	i	-1.9

Copied from the listing for reference:
SMILES	STEP block	DNMT1 block	CSN deneddyl inh	NadD inh	Tb MetRS inh	PABP1 MLLE inh	SUMO1 PPI mod	Scp1 inh	Rpn11 block	LMPTP block
O=C(c1cccs1)N(Cc1ccccn1)Cc1ccco1	-2	-5	0	0	-0.9	7	-1	0	i	-1.6
COc1cc(-c2noc(-c3cccc(Cl)c3)n2)cc(OC)c1OC	4	-2	2	1	-0.3	5	7	-6	i	0.1
COc1cccc(CN2CCC2(C)C(=O)Nc2ccc(C)cc2)c1F (stereo not drawn)	-2	-3	7	-3	-0.1	-4	6	/	i	-1.1

Among those listed so far, these contain a Cl atom.
SMILES	STEP block	DNMT1 block	CSN deneddyl inh	NadD inh	Tb MetRS inh	PABP1 MLLE inh	SUMO1 PPI mod	Scp1 inh	Rpn11 block	LMPTP block
COc1cc(-c2noc(-c3cccc(Cl)c3)n2)cc(OC)c1OC	4	-2	2	1	-0.3	5	7	-6	i	0.1
COC(=O)c1sccc1NC(=S)NCc1ccc(Cl)cc1	-4	4	-1	1	-0.7	-45	6	-17	i	11
Nc1nnc(-c2cccc(Cl)c2Cl)c(N)n1	-2	3	-1	3	-0.9	-1	0	-6	i	9.6
CN(C)C(CNC(=O)C1CCN(S(=O)(=O)c2cc(Cl)ccc2Cl)CC1)Cc1ccccc1 (stereo not drawn)	-1	2	-2	-8	-0.2	8	1	-3	i	0.1

Next entries follow.
SMILES	STEP block	DNMT1 block	CSN deneddyl inh	NadD inh	Tb MetRS inh	PABP1 MLLE inh	SUMO1 PPI mod	Scp1 inh	Rpn11 block	LMPTP block
COCCN1Cc2cccc(C(=O)Nc3ccc(-c4nc5ccccc5[nH]4)cc3)c2C1=O	-1	27	2	-3	-1.3	0	2	6	i	14
COc1ccc(Br)cc1C(=O)N/N=C/c1ccc2c(c1)n(C)c(=O)n2C	-3	-2	2	-1	-0.2	4	0	-5	i	0.2
Cc1nn(C)c2nc(-c3cccs3)cc(C(F)(F)F)c12	1	0	-13	-11	-0.1	-10	0	1	i	1.9
CCOC(=O)c1cnc(SCc2ccc(C)cc2)nc1N	2	-3	2	-1	0.0	-5	0	-7	i	3.1
CN1CCn2c1nc(N1CCCCC1)nc2=O	2	1	1	3	0.5	6	1	20	i	-1.4
COc1ccc(C(=O)Sc2nncc3ccccc23)cc1	3	5	-4	-9	-0.4	21	-2	-4	i	-3.6
O=C(Oc1cccnc1)c1cc(S(=O)(=O)N2CCOCC2)ccc1Cl	0	-3	12	6	-0.5	-2	1	-3	i	-0.4
O=C(OCC(=O)N1CCN(S(=O)(=O)c2ccc(Cl)cc2)CC1)C1CCC1	2	1	-4	0	-0.2	2	-3	8	i	-0.8
CCOC(=O)Cc1csc(SCc2cc(=O)oc3cc(O)ccc23)n1	-2	0	-8	2	-0.8	21	-6	-5	i	-0.6
O=C1CCCN1CN1CCCCC1	0	2	8	-1	1.1	0	-1	1	i	-0.2
O=C(c1cccs1)N1C[C@H](n2cc(C3CC3)nn2)[C@@H](O)C[C@@H]1c1ccc(Cl)cc1	-1	2	3	3	0.4	-3	1	/	i	-0.4
Cc1cccc(N2CCN(C(=O)c3ccoc3C)CC2)c1C	2	1	-12	-2	-0.6	-2	-1	-6	i	-1.1
O=S(=O)(c1ccc(F)cc1)N1CCN(CC(O)COc2ccccc2F)CC1 (stereo not drawn)	-1	1	6	-4	-0.6	14	2	-9	i	-2.3
Fc1ccc(-n2nnc(-c3ccnc4ccccc34)n2)cc1	3	1	4	-2	-0.3	6	-5	-3	i	0.2
CN1CCN(/N=C/c2ccc(Br)cc2)CC1	13	0	8	-4	-1.1	12	8	-12	i	-0.4
O=C(Nc1ccccc1C(=O)N/N=C/c1ccccc1)c1ccco1	0	1	-1	-5	-1.0	2	-5	-1	i	0.8
Cc1ccc(-c2csc(NC(=S)NC(=O)c3cc4ccccc4o3)n2)cc1	0	19	-3	3	-0.4	9	2	0	i	-1.3
COc1cc(C(=O)NNC(=S)NC(=O)c2ccccc2C)cc(OC)c1OC	2	0	-14	3	0.6	-13	4	4	i	-1.3
COc1c(/C=N/Nc2nc(N3CCCCC3)nc(N3CCCCC3)n2)cccc1[N+](=O)[O-]	2	-6	1	12	0.1	9	-6	10	i	1.6
CC(C)(C)n1nc2c(c1NC(=O)Cc1ccccc1)CS(=O)(=O)C2	2	4	3	-8	-0.6	3	0	9	i	0.5
Cc1ncsc1CCC(=O)N1CCCC(Nc2ccc(F)c(F)c2)C1 (stereo not drawn)	0	3	0	-3	0.0	0	5	-7	i	-0.7
Cc1cccc(C2Nc3cccc4cccc(c34)N2)c1	3	-9	-4	16	-0.7	-6	-12	-8	i	0.6
COc1ccc(OC)c(S(=O)(=O)Nc2cccnc2)c1	-5	4	0	-3	-1.3	10	0	0	i	1.7

Profiles from above.
Cc1cccc(N2CCN(C(=O)c3ccoc3C)CC2)c1C reads STEP block: 2; DNMT1 block: 1; CSN deneddyl inh: -12; NadD inh: -2; Tb MetRS inh: -0.6; PABP1 MLLE inh: -2; SUMO1 PPI mod: -1; Scp1 inh: -6; Rpn11 block: i; LMPTP block: -1.1
Fc1ccc(-n2nnc(-c3ccnc4ccccc34)n2)cc1 reads STEP block: 3; DNMT1 block: 1; CSN deneddyl inh: 4; NadD inh: -2; Tb MetRS inh: -0.3; PABP1 MLLE inh: 6; SUMO1 PPI mod: -5; Scp1 inh: -3; Rpn11 block: i; LMPTP block: 0.2

In the list so far, 2 contain bromine:
SMILES	STEP block	DNMT1 block	CSN deneddyl inh	NadD inh	Tb MetRS inh	PABP1 MLLE inh	SUMO1 PPI mod	Scp1 inh	Rpn11 block	LMPTP block
COc1ccc(Br)cc1C(=O)N/N=C/c1ccc2c(c1)n(C)c(=O)n2C	-3	-2	2	-1	-0.2	4	0	-5	i	0.2
CN1CCN(/N=C/c2ccc(Br)cc2)CC1	13	0	8	-4	-1.1	12	8	-12	i	-0.4
